ERp5 block: blocks human ERp5 reductase activity on insulin. Q15084. ERp5 insulin aggregation, absorbance 650 nm, 90 min. inhibition, % at 9.99 µM. 350,000 compounds, 0.05% hits. AID 651711;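 active means mean replicate inhibition above about 25%, with every replicate also reaching it, limit read from the data, passing the limit was not always enough; inconclusive means only one of those two criteria met; inactive means neither criterion met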
esBAF inh: blocks esBAF chromatin remodeling in mouse ES cells; reporter increase, % at 12.5 µM; 350,000 compounds, 2% hits; Bmi1-luciferase knock-in reporter, 24 h; 100% = twice the neutral-well signal; in the data active means activation above about 40%; inconclusive means no clear call, values can overlap the other calls;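 further: 0% = median of the plate's neutral control wells and 100% = double that signal; a rise in the Bmi1 reporter signal indicates esBAF inhibition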
ERAP1 HTS inh: blocks human ERAP1 aminopeptidase activity. Q9NZ08. recombinant ERAP1, Leu-AMC fluorescence, 60 min. inhibition, % at 10.7 µM. 340,000 compounds, 0.15% hits. AID 652197;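 active means mean replicate inhibition of at least 30%, or all replicates individually reaching that 30% level; inactive means mean below 30% and not every replicate reaching it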;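 further: 0% = neutral control wells and 100% = L-leucinethiol positive control wells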
RAD54 inh: inhibitors of human RAD54 branch migration; AID 602329; Q92698; 360,000 compounds, 0.14% hits; RAD54 Holliday junction branch migration, FAM/BHQ fluorescence; inhibition, % at 10.4 µM;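 active means mean normalized replicate activity at least 40 and at least half of replicates scoring 40 or more; inconclusive means only one of the two criteria met; inactive means mean below 40 and under half of replicates reaching 40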;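 further: 0% = median of neutral control wells and 100% = median of positive control wells; inhibitors cause a drop in the FAM fluorescence signal; in these data hits start at about 50%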
S100A4 inh HTS: blocks human S100A4 binding to myosin IIA peptide; P26447; S100A4/TAMRA-MyoIIA peptide fluorescence polarization; inhibition, % at 10.7 µM; 360,000 compounds, 0.14% hits; AID 652163;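 active means mean inhibition of at least 70% across replicates, with every replicate also reaching that level; inconclusive means mean inhibition reaches 70% but some replicates fall short; inactive means mean inhibition below 70%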
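Material: human S100A4 monomer with TAMRA-labelled myosin IIA peptide; buffer or medium: HEPES pH 7.2 with CaCl2, KCl, NaCl, DTT, Triton; compound dosing: one concentration per compound; schedule: 5 min incubation before reading; benchmarks: neutral control DMSO, positive control TFP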
Xi reactivation: activators of X-chromosome reactivation in mouse fibroblasts | XiGFP mouse fibroblasts, % GFP-positive cells imaging, 3 d; cells co-treated with 5-aza-dC sensitizer; scaled so ellipticine positive control = 100% | activation, % at 7.58 µM | 360,000 compounds, 0.055% hits | AID 743238;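 active means mean normalized replicate activation at least 10% and every replicate at or above 10%; inconclusive means only one of the two criteria met; inactive means mean below 10% and not all replicates reach 10%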;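 further: 0% = median of on-plate neutral control wells and 100% = ellipticine 6 µM median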
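System: 68-5-11 XiGFP fibroblast line; Timing: 3 days compound exposure; Compound dosing: one concentration, pinned; Benchmarks: positive control ellipticine, 6 µM final; Buffer or medium: DMEM containing 5-aza-dC.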
RAD52 anneal inh: RAD52 (human) annealing inhibition | 360,000 compounds, 0.46% hits | recombinant RAD52 DNA annealing, FRET fluorescence | inhibition, % at 18.7 µM;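 active means every replicate showing at least 50% inhibition; inconclusive means mean inhibition at least 50% but not in every replicate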
Target sequence (P43351 whole entry, looked up): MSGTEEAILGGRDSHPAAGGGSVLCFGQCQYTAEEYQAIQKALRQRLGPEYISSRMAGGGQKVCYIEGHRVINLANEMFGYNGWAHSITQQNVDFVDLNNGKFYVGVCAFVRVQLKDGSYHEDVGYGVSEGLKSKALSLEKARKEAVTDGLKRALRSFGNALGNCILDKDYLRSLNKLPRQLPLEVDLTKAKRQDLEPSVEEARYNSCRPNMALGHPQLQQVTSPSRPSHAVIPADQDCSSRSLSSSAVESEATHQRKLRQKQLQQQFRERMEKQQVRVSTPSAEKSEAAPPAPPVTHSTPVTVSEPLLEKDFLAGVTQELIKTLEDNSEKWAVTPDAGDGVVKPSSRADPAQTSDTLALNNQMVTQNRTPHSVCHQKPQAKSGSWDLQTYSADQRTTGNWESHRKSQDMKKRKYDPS
E-sel inducer: E-selectin induction on HUVECs; activation, % at 7.58 µM; 260,000 compounds, 0.37% hits; AID 686992; HUVEC E-selectin immunofluorescence imaging; normalized: neutral wells 0, TNF-alpha wells 100; P16581;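 active means mean E-selectin-positive cell signal at least 10% of the positive control, reached in at least 60% of replicates, without over 20% cell loss; inconclusive means no rule given, readout overlaps actives, possibly toxicity-flagged; inactive means the rest, including those meeting only one limit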;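 further: in these data hits start at about 27%; measured in HUVEC primary endothelial cells; signal is the percent of cells scored E-selectin positive by PE staining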
Target sequence (P16581 whole entry, looked up): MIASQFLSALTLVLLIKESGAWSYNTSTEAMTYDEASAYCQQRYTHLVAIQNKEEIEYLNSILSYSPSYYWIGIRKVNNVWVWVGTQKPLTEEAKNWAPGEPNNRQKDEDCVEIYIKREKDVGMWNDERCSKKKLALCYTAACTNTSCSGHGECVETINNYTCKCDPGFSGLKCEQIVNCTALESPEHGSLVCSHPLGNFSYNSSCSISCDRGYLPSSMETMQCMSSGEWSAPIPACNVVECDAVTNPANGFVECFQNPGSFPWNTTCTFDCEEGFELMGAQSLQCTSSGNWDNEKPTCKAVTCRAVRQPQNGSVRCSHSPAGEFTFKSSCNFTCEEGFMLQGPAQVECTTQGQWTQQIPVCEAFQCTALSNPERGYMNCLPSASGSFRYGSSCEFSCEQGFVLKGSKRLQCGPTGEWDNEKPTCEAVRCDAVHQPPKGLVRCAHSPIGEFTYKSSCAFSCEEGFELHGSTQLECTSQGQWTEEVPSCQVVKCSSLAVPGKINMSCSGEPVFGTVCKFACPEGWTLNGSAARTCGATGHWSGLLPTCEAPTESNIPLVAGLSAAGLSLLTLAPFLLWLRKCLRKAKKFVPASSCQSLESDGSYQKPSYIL
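Material: HUVEC primary endothelial cells; Amount: 3,000 cells per well; Dosing: single concentration; Medium: EGM-2 growth medium on 0.1% gelatin-coated wells; Read-out basis: percent E-selectin-positive cells; Signal: immunofluorescence imaging; Control set: TNF-alpha, DMSO.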
Active calls of the source: *; ? = inconclusive; . = not tested or not shown.

mol | ERp5 block | esBAF inh | ERAP1 HTS inh | RAD54 inh | S100A4 inh HTS | Xi reactivation | RAD52 anneal inh | E-sel inducer
Nc1c(C(=O)c2ccc(Cl)cc2)sc2nc3c(cc12)CCC3 | 1 | . | 2 | -3 | -4 | 0.2 | -16 | -1.4
CC(=O)c1ccccc1NC(=O)COC(=O)c1cc2ccccc2[nH]1 | 5 | 2 | -4 | -1 | -3 | 0.2 | -6 | 15
COc1ccc(-c2c(C#Cc3ccc(N(C)C)cc3)c3ccccc3n2C)cc1 | -3 | 2 | -1 | 3 | 6 | -0.7 | -17 | -0.1
COc1ccc2c(c1)C(=O)C(=O)N2 | 2 | . | 3 | 6 | -5 | 0.2 | -6 | .
COc1ccc2c3c(n(C)c2c1)[C@@H](CO)N(S(=O)(=O)c1ccc(C)cc1)CC31CCN(Cc2cccnc2)CC1 | 10 | . | 1 | . | 7 | 0.1 | 27 | 0.0
CCC(=Nc1ccccc1)C1=C(O)CCCC1=O | -2 | . | 1 | -9 | -7 | 0.1 | -8 | 18
CN(c1ccccc1)S(=O)(=O)c1cccc(NC(=O)CC(C)(C)C)c1 | 6 | . | 2 | . | -4 | 0.1 | -3 | 0.5
Cc1ccc(S(=O)(=O)N(C)C[C@@H]2Oc3ccc(NS(=O)(=O)c4cccs4)cc3C(=O)N([C@@H](C)CO)C[C@@H]2C)cc1 | 3 | -1 | 1 | 1 | -10 | 0.1 | 9 | 1.8
COc1ccc(C2NC(=O)Cc3cc(OC)c(OC)cc32)cc1OC (configuration not stated) | 11 | . | -1 | . | 0 | -0.3 | -7 | 0.2
Cc1ccc(S(=O)(=O)N(C)C[C@@H]2OCCCC[C@H](C)Oc3ccc(NS(C)(=O)=O)cc3C(=O)N([C@H](C)CO)C[C@H]2C)cc1 | -1 | 7 | 0 | 1 | 1 | 0.1 | 15 | 1.4
O=C(CCc1nnc(-c2ccccc2)o1)NC1CCCCC1 | 0 | 48* | -1 | 1 | 19 | -0.1 | -14 | .
CCC(=O)N1CC(=O)N2[C@H](CO)[C@H](c3ccc(-c4ccccc4C)cc3)[C@@H]2C1 | 5 | . | -1 | . | 0 | 0.0 | 5 | -0.3
Cc1ccc(NC(=O)Cc2cccs2)cc1Cl | 0 | 30 | -3 | -15 | -4 | 0.0 | -24 | .
COc1ccc(CNC(=O)C[C@H]2C[C@H]3c4cc(NS(=O)(=O)c5ccc(F)cc5)ccc4O[C@H]3[C@@H](CO)O2)cc1 | -3 | 8 | 1 | 0 | 3 | -0.1 | 5 | -0.3
CC(=O)N1CCC2(CC1)C/C(=N\NC(=S)Nc1ccccc1F)c1cc(O)ccc1O2 | 2 | . | -1 | . | -2 | 0.0 | -2 | .
N/C(=N\O)c1ccc([N+](=O)[O-])s1 | 2 | . | 2 | . | -2 | -0.2 | -13 | .
CCN(CC)CCN1C(=O)c2ccccc2NC1c1ccc(F)cc1 (configuration not stated) | 6 | 0 | -4 | -8 | 1 | . | -4 | .
COc1ccc(Br)cc1CNC(=O)CCNC(=O)Cn1ccc2ccccc2c1=O | 2 | 8 | 1 | 1 | 3 | 0.1 | -2 | 0.0
O=C(c1cnc2n(c1=O)CCS2)N(C1CCCCC1)C1CCCCC1 | 8 | -7 | 2 | -6 | -2 | 0.1 | -5 | -0.1
CCCCN1C(=O)C(CC(=O)NC2CCCCC2)CC(C(=O)N(C)C)=C1C (configuration not stated) | 1 | -4 | . | -1 | -2 | 0.1 | -12 | -4.9
Cn1c(C(=O)NCCc2c[nH]c3ccccc23)cc2sccc21 | -3 | 74* | -3 | 11 | 0 | 0.3 | -12 | 0.3
CCCC#Cc1ccc([C@H]2[C@@H](CO)N3CCCCN(S(=O)(=O)c4ccccc4C)C[C@H]23)cc1 | -1 | . | 1 | 3 | -4 | 0.0 | -6 | -0.7
Cc1ccc(CCNC(=O)CC(C)CC2=NS(=O)(=O)c3ccccc3N2)cc1 (configuration not stated) | 3 | 2 | -4 | -4 | 0 | 0.0 | 1 | .
CCN(C(=O)COC(=O)c1ccc([N+](=O)[O-])o1)C1CCCCC1 | -9 | -9 | 1 | -8 | 0 | 0.1 | -11 | .
CC(NC(=O)CN(C)S(=O)(=O)c1cnc[nH]1)c1ccccc1 (configuration not stated) | 1 | . | -2 | . | 0 | 0.1 | -11 | 3.0
COc1ccc2ccccc2c1/C=N/NC(=O)c1ccccc1F | -3 | -5 | -1 | 1 | -2 | 0.0 | -9 | .
Nc1cc(=O)[nH]c(SCC(=O)Nc2ccc(S(=O)(=O)N3CCCC3)cc2)n1 | 9 | 6 | 2 | 6 | -7 | -0.1 | -7 | 2.5
Nc1ccccc1C(=O)NC1CCCCNC1=O (configuration not stated) | 0 | . | 1 | -1 | -4 | 0.0 | -2 | 0.1
CN(C)CCCN(C(=O)/C=C/c1cccs1)c1nc2c(F)cccc2s1 | 5 | . | 13 | . | -1 | -0.1 | 37 | -0.3
O=C(c1ccncc1)N1CC2(C1)[C@H](c1ccccc1)[C@@H](CO)N2C(=O)CC1CC1 | 2 | . | 3 | . | -8 | 0.0 | -9 | 0.2

Brought forward from above: 2 compounds; new compounds follow.
mol | ERp5 block | esBAF inh | ERAP1 HTS inh | RAD54 inh | S100A4 inh HTS | Xi reactivation | RAD52 anneal inh | E-sel inducer
CN(C)CCCN(C(=O)/C=C/c1cccs1)c1nc2c(F)cccc2s1 | 5 | . | 13 | . | -1 | -0.1 | 37 | -0.3
O=C(c1ccncc1)N1CC2(C1)[C@H](c1ccccc1)[C@@H](CO)N2C(=O)CC1CC1 | 2 | . | 3 | . | -8 | 0.0 | -9 | 0.2
C[C@H](CO)N1C[C@H](C)[C@H](CN(C)C(=O)Nc2ccccc2)Oc2ccc(NC(=O)C3CCCCC3)cc2CC1=O | -1 | 2 | 0 | 6 | -1 | 0.1 | 2 | -0.1
COc1cc(C)c(C(C)C)cc1S(=O)(=O)n1cnc(C)c1 | 3 | 2 | 5 | -9 | -3 | 0.0 | -7 | -0.2
CN(C)CCNC(=O)c1cccc2nc3cccc(F)c3nc12 | 4 | . | 1 | . | 8 | -0.1 | 97* | 0.6
Cc1ccc[n+](CC(=O)Nc2cc(C(F)(F)F)ccc2N2CCOCC2)c1 | -1 | -4 | 27 | -1 | 0 | 0.0 | -7 | .
CN(c1ccccc1)S(=O)(=O)c1ccc(Cl)c(C(=O)Nc2nc3ccccc3[nH]2)c1 | . | 5 | . | -1 | . | 0.0 | . | 1.0
COc1cccc(CN2CCN(Cc3ccc(OC)c(OC)c3)CC2CCO)c1 (configuration not stated) | 2 | -6 | -2 | -7 | 3 | 0.0 | -13 | .
COc1ccc(NC(=O)N(C)C[C@H]2OCCCC[C@@H](C)Oc3ccc(NC(=O)Cc4ccccc4)cc3C(=O)N([C@@H](C)CO)C[C@H]2C)cc1 | 2 | 6 | 0 | -4 | 5 | 0.1 | 5 | -0.1
Cc1ccc(CNC(=O)COC(=O)CCOc2ccc(C)cc2)cc1 | 1 | 4 | 1 | . | 1 | -0.1 | -17 | 2.5
CCOC(=O)c1sc(NC(=O)CCN2CCC(C)CC2)c(C(=O)OCC)c1C | 8 | . | -1 | . | -10 | -0.2 | -2 | 0.5
Cc1cc(=O)[nH]c(SCC(=O)Nc2ccc(Br)cc2)n1 | -8 | . | -1 | -1 | -2 | -0.2 | -16 | 0.3
CC(C)NC(=O)/C(C#N)=C\c1ccc(N(C)C)c(Br)c1 | -1 | . | 2 | . | 0 | 0.3 | -11 | 0.2
Cc1cc(C)cc(NC2=C(N)C(=O)c3ccccc3C2=O)c1 | 3 | ? | 1 | -3 | -7 | . | -15 | .
Cc1ccc(CNS(=O)(=O)c2cc3c4c(c2)CCN4C(=O)CC3)cc1 | -2 | . | -3 | . | -3 | 0.1 | -10 | -0.2
CCOC(=O)CCc1c(C)c2ccc(OC3CCCCC3=O)c(C)c2oc1=O (configuration not stated) | 2 | 17 | 2 | -14 | -2 | 0.0 | -10 | .
COc1ccc(CC(=O)NCC2CCCCC2)cc1OC | 1 | -4 | 2 | -7 | 2 | 0.0 | 10 | 0.0

Some of these compounds in order of their number in S100A4 inh HTS, rising.
canonical_smiles | ERp5 block | esBAF inh | ERAP1 HTS inh | S100A4 inh HTS | RAD52 anneal inh
Cc1ccc(CNS(=O)(=O)c2cc3c4c(c2)CCN4C(=O)CC3)cc1 | -2 | . | -3 | -3 | -10
C[C@H](CO)N1C[C@H](C)[C@H](CN(C)C(=O)Nc2ccccc2)Oc2ccc(NC(=O)C3CCCCC3)cc2CC1=O | -1 | 2 | 0 | -1 | 2
CC(C)NC(=O)/C(C#N)=C\c1ccc(N(C)C)c(Br)c1 | -1 | . | 2 | 0 | -11
COc1ccc(CC(=O)NCC2CCCCC2)cc1OC | 1 | -4 | 2 | 2 | 10
COc1ccc(NC(=O)N(C)C[C@H]2OCCCC[C@@H](C)Oc3ccc(NC(=O)Cc4ccccc4)cc3C(=O)N([C@@H](C)CO)C[C@H]2C)cc1 | 2 | 6 | 0 | 5 | 5
CN(C)CCNC(=O)c1cccc2nc3cccc(F)c3nc12 | 4 | . | 1 | 8 | 97*

Back to the main list; the 2 compounds before the break are reprinted first.
mol | ERp5 block | esBAF inh | ERAP1 HTS inh | RAD54 inh | S100A4 inh HTS | Xi reactivation | RAD52 anneal inh | E-sel inducer
CCOC(=O)CCc1c(C)c2ccc(OC3CCCCC3=O)c(C)c2oc1=O (configuration not stated) | 2 | 17 | 2 | -14 | -2 | 0.0 | -10 | .
COc1ccc(CC(=O)NCC2CCCCC2)cc1OC | 1 | -4 | 2 | -7 | 2 | 0.0 | 10 | 0.0
CC(C)NC(=O)N(C)C[C@H]1OCCCC[C@@H](C)Oc2ccc(NS(=O)(=O)c3ccc(F)cc3)cc2C(=O)N([C@H](C)CO)C[C@H]1C | 1 | 1 | 1 | 1 | -10 | -0.2 | 10 | 0.1
Cc1ccc(CSc2nnc(Cn3c(=O)sc4ccccc43)n2C)cc1 | 6 | 0 | 2 | 0 | 2 | 0.3 | -6 | 0.2
COc1ccccc1-c1cnc(C(O)c2c(C)cccc2C)[nH]1 (configuration not stated) | -1 | -4 | 4 | 1 | 4 | 0.0 | -9 | 0.2
CCN(CC)CCNC(C(=O)Nc1cccc(C(C)=O)c1)c1ccccc1 (configuration not stated) | 3 | . | -3 | . | 0 | 0.0 | 34 | .
COC(=O)[C@H](Cc1ccccc1)N1CC(C)(OC)O[C@@H](Cc2ccccc2)[C@H]1/C=C/C1CC1 (some centres not stated) | 1 | . | 0 | -4 | 14 | . | -16 | .
O=C(NCCS(=O)(=O)c1ccc(Br)cc1)c1c(F)cccc1F | 4 | -3 | 1 | -4 | 26 | -0.2 | 0 | 0.0
O=C(/C=C/c1ccccc1O)c1ccccc1 | -2 | 24 | 0 | -6 | -4 | 0.1 | -8 | 1.6
Cc1ccc(S(=O)(=O)N(C)C[C@H]2OCCCC[C@H](C)Oc3ccc(NS(=O)(=O)c4c(C)noc4C)cc3C(=O)N([C@@H](C)CO)C[C@@H]2C)cc1 | 5 | -7 | -1 | 0 | -11 | 0.0 | -70 | .

Compound activity (PubChem)
